NR5A2 inv ag: inverse agonists of human LRH-1 (NR5A2); AID 602396; 360,000 compounds, 0.13% hits; inhibition, % at 3.6 µM; HEK293T StAR-luciferase reporter, LRH-1 transfected, 24 h; O00482;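 active means inhibition above the mean inhibition of all tested compounds plus 3 SD, cut at about 73% in these data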;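 further: 0% = DMSO wells and 100% = reporter-only cells lacking LRH-1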
ABHD5 PLIN5 PPI: blocks binding of human ABHD5 to perilipin-5 | Q00G26+Q8WTS1 | Split G. princeps luciferase complementation, luminescence, 4 h | inhibition, % at 4 µM | 360,000 compounds, 0.78% hits | AID 602281;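 active means inhibition above the mean inhibition across every tested compound plus 3 SD, cut at about 22% in these data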;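 further: 0% = DMSO only wells and the 100% control is not disclosed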
NCOA2 inhibitor: inhibits human steroid receptor coactivator 2. Q15596. HEK293 GAL4-SRC2 luciferase reporter, luminescence. inhibition, % at 9 µM. 370,000 compounds, 0.17% hits;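 active means inhibition above the mean inhibition of all tested compounds plus 3 SD, set per campaign, cut at about 52% in these data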;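 further: 0% = DMSO treated cells and 100% = cells given Gossypol at 36 µM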
NCOA1 inh: inhibits human SRC1 coactivator | AID 588354 | Q15788 | HEK293 GAL4-SRC1 luciferase reporter, luminescence | 360,000 compounds, 0.12% hits | inhibition, % at 3.6 µM;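 active means inhibition above the campaign mean plus 3 SD, with each screening campaign given its own cutoff, cut at about 60% in these data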;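 further: 0% = DMSO treated cells and 100% = gossypol at 36 µM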
SRC3 inh: inhibits human SRC3 coactivator. Q9Y6Q9. AID 588352. 360,000 compounds, 0.17% hits. inhibition, % at 3.6 µM. HEK293 GAL4-SRC3 luciferase reporter, luminescence;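 active means inhibition above a per-campaign cutoff, the mean of all compounds plus 3 SD, cut at about 60% in these data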;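 further: 0% = DMSO-treated cells and 100% = gossypol-treated cells at 36 µM; higher means less SRC3-driven luciferase light from the GAL4 reporter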
Granule exo inh: lytic granule exocytosis inhibition; inhibition, % at 10 µM; TALL-104 LAMP-1 surface exposure, flow cytometry; cells stimulated with thapsigargin and PMA; 360,000 compounds, 0.66% hits; AID 651702;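 active means inhibition above about 55%, limit read from the data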
TROY signal inh: inhibitors of TROY-dependent NF-kB signaling; inhibition, % at 10 µM; 360,000 compounds, 0.98% hits; Q293 LMP1-TROYcd NF-kB luciferase reporter, 4 h;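 active means compounds whose plate-normalised and pattern-corrected inhibition of the luciferase reporter signal at the single screening dose is 50% or more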
TWEAK Fn14 block: TWEAK-Fn14 signaling inhibition; TWEAK-stimulated Fn14 reporter cells, luciferase luminescence, 8 h; inhibition, % at 10 µM; 360,000 compounds, 2% hits; in the data active means inhibition above about 50%
NR2F2 inh: NR2F2 (human) inhibition, primary screen; inhibition, % at 8.6 µM; AID 686940; HEK293T NGFI-A luciferase reporter, luminescence; 370,000 compounds, 0.7% hits;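 active means inhibition above a per-plate cutoff, mean inhibition of test wells between control levels plus 3 SD, cut at about 38% in these data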;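 further: cells cotransfected with COUP-TFII expression vector driving the NGFI-A reporter; 0% = median of COUP-TF2 test wells and 100% = reporter-only cells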
Target sequence (P24468 whole entry, looked up): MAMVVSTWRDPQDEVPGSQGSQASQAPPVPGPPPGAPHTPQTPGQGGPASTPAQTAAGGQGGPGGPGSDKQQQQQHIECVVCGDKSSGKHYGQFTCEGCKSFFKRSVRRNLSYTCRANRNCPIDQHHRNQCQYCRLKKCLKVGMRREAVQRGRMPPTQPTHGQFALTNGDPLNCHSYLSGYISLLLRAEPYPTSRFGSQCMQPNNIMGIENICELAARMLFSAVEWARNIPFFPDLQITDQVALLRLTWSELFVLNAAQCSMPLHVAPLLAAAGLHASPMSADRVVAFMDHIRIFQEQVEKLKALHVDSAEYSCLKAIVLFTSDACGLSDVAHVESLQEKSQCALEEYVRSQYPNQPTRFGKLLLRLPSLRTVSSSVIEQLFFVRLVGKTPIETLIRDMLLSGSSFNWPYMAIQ
TLR9-MyD88 inh: inhibitors of human TLR9-MyD88 binding; CHO BLA complementation TLR9-MyD88, CCF4 FRET ratio; inhibition, % at 4.98 µM; 340,000 compounds, 0.21% hits; AID 504734;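 active means inhibition above the mean over all tested compounds plus 3 SD, cut at about 21% in these data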;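 further: 0% = DMSO only wells and 100% = clavulanate BLA inhibitor control wells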
NOD2 RIPK2 PPI: inhibitors of human NOD2-RIPK2 interaction. 360,000 compounds, 0.38% hits. O43353. inhibition, % at 4.98 µM. CHO BLA complementation NOD2-RIPK2, CCF4 ratio; in the data active means inhibition above about 21%;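 further: 0% = vehicle only and 100% = reference blocker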
An asterisk follows results filed as active; nt = not tested or not shown.

SMILES	NR5A2 inv ag	ABHD5 PLIN5 PPI	NCOA2 inhibitor	NCOA1 inh	SRC3 inh	Granule exo inh	TROY signal inh	TWEAK Fn14 block	NR2F2 inh	TLR9-MyD88 inh	NOD2 RIPK2 PPI
CN(C)c1cccc(O)c1	15.0	2.4	-7.0	-16.7	5.2	-0.7	-7.8	-10.9	7.7	-11.9	-9.8
Cn1nc(C(F)(F)F)c(CN2CC(C)(C)C2=O)c1N1CCOCC1	-6.9	-1.1	-20.9	4.1	6.7	5.8	11.9	-2.4	5.6	10.3	4.1
Cc1ccc(S(=O)(=O)NCC(=O)N(CC(=O)NCC2CCCO2)Cc2ccccc2)cc1 (stereo not given)	4.2	-4.0	-7.5	6.2	15.1	-3.7	5.6	11.1	3.7	3.8	-10.3
O=C1CC(=O)Nc2cc(S(=O)(=O)N3CCN(c4ccc([N+](=O)[O-])cc4)CC3)ccc2N1	0.2	6.8	-47.0	13.7	-3.7	1.4	8.0	-7.8	12.9	-16.6	0.1
CCOC(=O)Nc1ccc([N+](=O)[O-])cc1OC	2.0	-0.8	-23.5	0.8	-50.5	-1.6	-7.3	-11.1	-15.3	5.3	-3.8
c1ccc(CN2CCN(c3cnc4ccccc4n3)CC2)cc1	-76.0	1.0	-43.0	-65.5	-51.8	-9.7	-44.0	-20.4	-16.1	-10.7	-0.9
O=C(Nc1ccccn1)c1ccc(C(=O)c2ccccc2)cc1	-94.0	1.5	-50.2	-123.0	-95.8	1.4	-37.4	14.7	-20.1	0.9	-8.2
O=C1c2c(-c3ccc(Br)cc3)noc2CCN1Cc1cn(Cc2cccnc2)nn1	4.7	4.1	18.8	nt	nt	-4.8	nt	nt	-1.3	nt	-0.6
COc1ccc(-n2c(/C=C3\C(=O)N(C)c4ccccc43)nc3ccccc3c2=O)cc1	21.2	1.7	-17.3	-7.4	11.2	18.3	28.9	44.3	-9.8	-2.6	7.5
CCCOc1ccc(C(=O)NNC(=O)CCNC(=O)c2ccco2)cc1OC	29.1	12.1	-9.8	21.8	16.9	-5.0	-23.1	-0.8	-3.7	-3.4	-4.0
Cc1ccc(S(=O)(=O)N2CCN(C(=O)COC(=O)c3ccc(O)cc3)CC2)c(C)c1	-17.3	3.3	10.6	-9.4	10.8	-4.3	-4.4	-22.5	3.4	-6.1	-2.4
Cc1ccc2[nH]c(=O)c(CN(CCCN(C)C)C(=O)Nc3ccc(Cl)cc3)cc2c1	-5.7	8.3	-31.6	-10.0	6.0	14.4	0.7	-31.5	-23.5	6.1	0.1
CC1(C(=O)Nc2ccc(Cl)c(Cl)c2)CCN1C(=O)Cc1cccc2ccccc12 (stereo not given)	9.9	-5.9	4.5	-2.5	-15.3	4.6	-13.6	-5.1	2.4	nt	-5.8
CC1=C(C#N)C(=O)NC1(C)O (stereo not given)	20.8	-7.7	-3.5	-6.0	1.5	-15.4	-13.3	-4.5	12.0	0.9	16.5
CCC(Sc1nc2ccsc2c(=O)n1Cc1ccc(C(=O)O)cc1)C(=O)Nc1ccc(Cl)cc1 (stereo not given)	-24.9	-0.3	-4.8	15.6	-16.8	3.5	6.1	3.2	-16.9	-10.1	4.3
CCC1Oc2ccc(C)cc2N(CC(=O)N2CCN(c3ccc(F)cc3)CC2)C1=O (stereo not given)	-3.8	-0.4	nt	-12.6	0.8	6.0	0.4	9.8	nt	nt	-3.7
COc1ccc(C)cc1N1CC(C(=O)OCc2nc(N)nc(Nc3ccccc3C)n2)CC1=O (stereo not given)	-5.8	-5.7	-14.7	6.9	2.3	-15.4	0.8	-4.7	9.6	-2.7	1.4
Cc1ccccc1NC(=O)Nc1ccccn1	-24.4	9.8	-28.2	-17.7	-39.2	-1.9	-39.1	-14.6	-5.4	-1.3	0.6
CCOC(=O)C1=C(COC(=O)c2cc(OC)c(OC)c(OC)c2)NC(=O)NC1C (stereo not given)	7.7	-1.8	-2.4	-5.5	0.9	-9.0	-18.7	-14.9	-5.7	5.0	-2.5
CC1=NNC(=O)C1CCC(=O)N/N=C/c1ccccc1 (stereo not given)	17.2	-3.1	-20.1	-10.9	6.4	0.4	-8.7	-24.3	-2.3	-6.7	2.8
CCSc1ccccc1C(=O)Nc1cc(OC)c(OC)c(OC)c1	3.3	-2.4	-15.1	-31.1	1.6	-2.2	3.2	-0.2	5.0	-5.8	1.1

Source: PubChem BioAssay (several laboratories)

Only part of the results is shown (hit frequency here may not be typical).
